Screening data deposited in PubChem BioAssay by several laboratories.
DNMT1 block: inhibitors of human DNMT1; P26358; hit rate 0.83% among 360,000; AID 588458; inhibition (reported as % activation of signal), % at 10 µM; DNMT1 molecular beacon, Hinp1I cleavage, fluorescence; in the data active means inhibition above about 50%
Tb MetRS inh: blocks T. brucei methionyl-tRNA synthetase activity | purified T. brucei MetRS, ATP depletion, Kinase-Glo luminescence | inhibition, % at 11.9 µM | hit rate 0.4% among 360,000 | AID 624268;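 active means inhibition above a per-plate cutoff of the control wells' mean inhibition plus 3 SD, cut at about 5.5% in these data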;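 further: 0% = DMSO wells median and 100% = median of wells with control inhibitor compound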
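Assay system: T. brucei methionyl-tRNA synthetase, purified | Medium: HEPES buffer with MgCl2, KCl, DTT, spermine, BSA, pyrophosphatase | Compound: 11.9 µM single point | Incubation: 15 min enzyme-compound preincubation, 2 h reaction, 10 min detection, 25 °C | Measured by: Kinase-Glo luciferase luminescence reporting remaining unconsumed ATP | Measure: % inhibition normalized to control-well medians | Replication: Singlicate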
Rpn11 inh: Rpn11 (human) deubiquitinase inhibition; hit rate 0.59% among 360,000; O00487; human 26S proteasome, Ub4-pepOG fluorescence polarization; 20S core pre-blocked with epoxomicin; AID 588493; calls only at 20 µM;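 active means inhibition at 20 µM, scaled to each plate's controls, above about 33%, limit read from the data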
Target sequence (O00487 whole entry, looked up): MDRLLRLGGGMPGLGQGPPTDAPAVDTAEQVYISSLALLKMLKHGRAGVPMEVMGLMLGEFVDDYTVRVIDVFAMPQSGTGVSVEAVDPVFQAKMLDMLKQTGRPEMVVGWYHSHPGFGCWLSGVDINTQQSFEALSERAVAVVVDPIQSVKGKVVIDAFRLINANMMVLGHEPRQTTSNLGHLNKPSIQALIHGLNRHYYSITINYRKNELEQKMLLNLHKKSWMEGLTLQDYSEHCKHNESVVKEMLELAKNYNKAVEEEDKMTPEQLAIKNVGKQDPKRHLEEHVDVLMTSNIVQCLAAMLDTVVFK
LMPTP inh: LMPTP (human) inhibition. inhibition, % at 20 µM. hit rate 0.22% among 360,000. AID 651560. recombinant LMPTP-A, OMFP fluorogenic substrate, fluorescence intensity. P24666;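 active means compounds that cut the enzyme signal by at least half of the control window in the single-dose screen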;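 further: plate controls were DMSO wells with enzyme plus substrate for no effect and substrate without enzyme for full effect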
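Material: LMPTP-A; amount: 0.625 nM enzyme; doses: single 20 µM dose; times: reaction 50 min, room temperature, dark; technique: fluorescence intensity of OMFP turnover product; benchmarks: no-enzyme and uninhibited controls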
Scp1 inh: blocks human Scp-1 phosphatase activity; Q9GZU7; Recombinant Scp1, phosphopeptide, malachite green phosphate absorbance; inhibition, % at 20 µM; hit rate 0.88% among 340,000; AID 493091;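 active means inhibition above about 50% at 20 µM, limit read from the data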;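 further: plate controls were DMSO wells with enzyme for no effect and wells lacking enzyme for full effect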
Target sequence (Q9GZU7 76-261 limits assumed): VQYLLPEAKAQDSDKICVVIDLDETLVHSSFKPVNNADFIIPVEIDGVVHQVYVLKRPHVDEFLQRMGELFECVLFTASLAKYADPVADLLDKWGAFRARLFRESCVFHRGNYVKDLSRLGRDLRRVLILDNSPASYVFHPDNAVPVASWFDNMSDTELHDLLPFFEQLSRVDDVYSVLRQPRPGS
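System: truncated SCP-1 phosphatase (76-261aa); medium: Tris acetate buffer pH 5.5 with MgCl2 and Tween-20; incubation: 45 min room-temperature reaction, 5 min colour, 30 min stabiliser; compound: single 20 µM dose, 1% DMSO; reagent: Phosphorylated 17-residue peptide substrate; read-out: % inhibition at 20 µM; technique: colorimetric free-phosphate detection, absorbance 630 nm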
STEP inh: STEP (human) phosphatase inhibition. P54829. recombinant STEP, OMFP fluorogenic substrate, fluorescence. inhibition, % at 20 µM. hit rate 0.25% among 360,000. AID 588621;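 active means inhibition at 20 µM, scaled per plate between control wells, above about 37%, limit read from the data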;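 further: 0% = DMSO with enzyme and substrate and 100% = substrate only without enzyme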
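System: isolated STEP enzyme; schedule: 20 min enzyme reaction at room temperature, protected from light; medium: Bis-Tris buffer pH 6.0, 2.5 mM DTT, 0.005% Tween 20; signal: fluorescence, 480/540 nm; dosing: single compound dose of 20 µM, 1% DMSO final; also added: OMFP substrate, 25 µM final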
MsrA inhibitor: inhibitors of bovine MsrA; purified bovine MsrA, absorbance read-out; inhibition, % at 15.5 µM; hit rate 0.75% among 360,000; in the data active means inhibition above about 4.5%;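 further: 0% = vehicle wells with enzyme and 100% = reference inhibitor wells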
SUMO1-SIM PPI: SUMO1-SIM interaction modulation; hit rate 0.33% among 360,000; inhibition, % at 20 µM; P63165; SUMO1 binding to a labelled peptide, TR-FRET, 1 h; in the data active means inhibition above about 37%
Target sequence (P63165 whole entry, looked up): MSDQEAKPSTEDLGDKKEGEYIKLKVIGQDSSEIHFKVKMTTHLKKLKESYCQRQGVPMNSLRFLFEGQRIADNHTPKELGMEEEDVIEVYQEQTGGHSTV
NadD block: blocks S. aureus nicotinate mononucleotide adenylyltransferase; hit rate 0.78% among 360,000; purified NadD enzyme, colorimetric absorbance read-out; inhibition, % at 20 µM; in the data active means inhibition above about 26%; further: some compounds past the cut are filed as inactive
CSN deneddyl inh: inhibitors of human CSN-mediated cullin deneddylation; hit rate 0.38% among 360,000; AID 651999; Purified CSN, SCF-Nedd8-OG deneddylation, fluorescence polarization; inhibition, % at 12.5 µM;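 active means pattern-corrected inhibition above about 35%, with an unprinted fluorescence ratio check between 0.5 and 1.5, limit read from the data, passing the limit was not always enough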;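 further: 0% = enzyme with substrate and 100% = substrate without enzyme; some results filed as inactive read as strong as hits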
Target sequence (Q92905 whole entry, looked up, one chain of several): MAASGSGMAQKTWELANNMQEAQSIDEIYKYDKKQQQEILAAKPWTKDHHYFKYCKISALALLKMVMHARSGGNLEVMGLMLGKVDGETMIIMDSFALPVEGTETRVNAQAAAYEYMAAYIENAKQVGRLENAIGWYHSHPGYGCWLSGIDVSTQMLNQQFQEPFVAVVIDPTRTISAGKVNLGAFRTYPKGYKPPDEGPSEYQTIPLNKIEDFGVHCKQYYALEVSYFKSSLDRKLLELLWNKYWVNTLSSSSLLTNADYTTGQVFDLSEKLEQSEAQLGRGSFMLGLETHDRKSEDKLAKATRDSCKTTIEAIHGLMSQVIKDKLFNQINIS
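Assay system: Purified human Csn5 enzyme expressed in HEK293T cells | Amount: Enzyme 0.24 nM | Measured by: Fluorescence polarization readout | Medium: Tris/NaCl/DTT buffer, pH 7.5 | Compound dosing: One concentration, 12.5 µM, 0.25% DMSO | Times: 90 min incubation of compound, enzyme and substrate at room temperature | Control set: no-enzyme wells high, enzyme-with-substrate wells low | Read-out: % inhibition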
Active calls of the source: *; i = inactive; · = no result given.

SMILES	DNMT1 block	Tb MetRS inh	Rpn11 inh	LMPTP inh	Scp1 inh	STEP inh	MsrA inhibitor	SUMO1-SIM PPI	NadD block	CSN deneddyl inh
Cc1ccc(S(=O)(=O)N2[C@@H](c3ccc(F)cc3)C(C(=O)O)=CC[C@H]2c2ccc(Cl)cc2)cc1	0	0.8	i	-0.2	-2	0	0.4	4	-1	0
COc1ccc(C(=O)C(=NN)c2ccccc2)cc1	1	-0.2	i	0.3	·	0	-0.5	-19	-1	-3
Cc1cccc(NC(=O)c2ccc(N(C)C3CCCCC3)c([N+](=O)[O-])c2)n1	-1	0.3	i	4.8	-8	2	-0.3	-6	-2	-2
CCN(CC(=O)Nc1ccccc1C(F)(F)F)C(=O)c1ccccc1Cc1ccccc1	0	-0.6	i	1.3	2	1	0.2	1	-5	0
COc1ccccc1N1CCN(c2ncnc3sc(C)c(-c4ccccc4)c23)CC1	-4	-0.4	i	4.7	-1	4	·	-4	9	2
CCCC1(c2ccsc2)NC(=O)NC1=O (stereo not drawn)	3	-0.2	i	-7.6	-5	-1	-0.2	-4	-5	1
Cc1nc2oc3c(NCC4CCCO4)ncnc3c2c2c1COC(C)(C)C2 (stereo not drawn)	-1	0.1	i	-1.1	-8	2	0.0	-1	13	8
Cc1ccc2c(=O)[nH]c(Cc3ccccc3C(=O)O)nc2c1	0	-0.3	i	-2.4	6	5	0.2	9	-7	-1
Cn1cccc1/C=C1\SC(=S)N(NC(=O)c2ccc(Cl)cc2)C1=O	-3	-0.8	i	7.7	-11	-2	0.5	-3	7	27
CC(Oc1ccc(Br)cc1)C(=O)NCC(C)(C)N1CCOCC1 (stereo not drawn)	0	-0.3	i	-8.0	-4	0	-0.4	-48	-1	3
CC(C)(C)C1CCC(=NNc2ccc(S(N)(=O)=O)cc2[N+](=O)[O-])CC1 (stereo not drawn)	4	-0.3	i	3.1	-5	4	0.0	-23	2	-13
COC(=O)[C@@]12CCCCN1[C@H](c1ccc(SC3CCCCC3)cc1)[C@@H]1C(=O)N(C)C(=O)[C@@H]12	1	-0.2	i	2.2	-2	-2	-0.7	-1	4	-4
O=C(CN(Cc1ccccc1)C1=NCCS1)c1ccc(Cl)cc1	5	25*	i	-0.6	-1	-2	-1.0	-3	2	2
CC(C)NOC(=O)c1ccc(Cl)cc1	2	-0.5	i	-1.6	-4	-1	-0.8	-1	-5	3
COc1cc(/C=N/Nc2nc(=O)[nH]nc2C)cc([N+](=O)[O-])c1O	-1	-0.7	i	-1.3	-6	-1	2.6	-17	-1	-1
C[C@@H]1CN([C@@H](C)CO)C(=O)c2cc(NC(=O)Nc3cccc4ccccc34)ccc2O[C@@H](C)CCCCO[C@H]1CN(C)C(=O)c1ccccc1	-21	-0.2	i	0.1	·	-3	0.4	-5	11	-4
O=S(=O)(c1ccc2ccccc2c1)N1CCN(C(=S)Nc2ccc(F)c(Cl)c2)CC1	-13	-0.3	i	3.0	-6	12	1.1	0	14	-2
Cc1csc(NC(=O)c2cc(C)on2)n1	3	-0.2	i	-0.6	-7	1	1.2	-4	2	-2
Cn1c(=O)c2c(nc(Sc3ncnn3CC(=O)N3CCOCC3)n2C)n(C)c1=O	0	-0.1	i	0.1	-2	0	-0.2	0	-2	0
CCOC(=O)C1CCCN(C(=O)CCNC(=O)Cn2ccc3ccccc3c2=O)C1 (stereo not drawn)	2	0.8	i	-1.7	-5	4	0.8	-1	-1	1
Cc1cc(-c2ccco2)n(CC(=O)NCCN(C)C)n1	3	-0.9	i	-3.3	6	1	0.6	-1	1	-2
O=C(CCn1c(=O)oc2ccccc21)N1CCN(c2ccccc2F)CC1	3	0.1	i	-0.5	-5	-3	1.6	3	-2	2
CSc1nncc(-c2ccccc2)n1	1	-0.4	i	-1.8	-14	-3	0.2	-23	0	-1
O=C1c2ccccc2C(=O)N1CC1CCCO1 (stereo not drawn)	5	-0.3	i	-1.4	20	-4	·	3	-6	-1
O=C(NC1CCCCCC1)c1[nH]c(C(F)(F)F)nc1-c1ccccc1	0	-1.0	i	0.4	·	-3	-0.5	4	-2	7
Cc1ccc(NC(=O)c2ccc3ccccc3n2)cc1S(=O)(=O)N1CCOCC1	-5	0.0	i	2.8	-8	0	0.0	6	-4	-13
CCCCNc1cc(C(=O)O)cc(S(N)(=O)=O)c1Oc1ccccc1	-1	-1.2	i	-0.7	2	1	0.6	1	4	-1
Cn1cc(CNC(=O)c2sc3cccc(Cl)c3c2Cl)cn1	0	-0.1	i	-1.6	0	3	0.0	-12	-1	-3
CCCOC(=O)c1ccc(Oc2cn[nH]c2-c2ccc(OCC(=O)NN)cc2O)cc1	-12	-0.8	i	2.0	-3	-4	-0.2	5	22	0
COCCCNc1nc2ccccc2nc1NS(=O)(=O)c1cccc(Cl)c1	2	-0.5	i	-0.1	2	-3	3.6	-4	-6	0
Cc1ccc2c(c1)C(c1ccccc1)N(C(=O)c1cccc([N+](=O)[O-])c1)CC(=O)N2 (stereo not drawn)	-2	0.5	i	1.0	-9	0	0.6	-19	-1	3
CCN(Cc1cccc(OC)c1)CC1CCCN(CCc2cccc(OC)c2)C1 (stereo not drawn)	-1	-0.6	i	1.3	-4	0	-1.4	0	-7	-1
Cc1ccc(NC(=S)NC(=O)c2ccc(F)cc2)cc1S(=O)(=O)Nc1ccccc1Cl	0	-1.6	i	2.1	-17	-1	-0.8	12	13	-4
N=c1oc2ccccc2cc1-c1nc(-c2ccc(Cl)cc2)cs1	1	-1.4	i	0.9	-24	-3	-0.7	-5	8	16
CCn1cc(C(=O)OCC(=O)c2ccc(Cl)cc2)c(=O)c2ccc(C)nc21	4	0.3	i	-2.1	-1	3	1.1	7	3	3
C(=C\c1ccccc1)/CN1CCN(C(c2cccc3ccccc23)c2nnnn2Cc2ccccc2)CC1 (stereo not drawn)	-10	1.2	i	9.2	·	3	2.4	13	13	-4
COc1ccc(OC)c(NC(=O)CCN2CCCC(C)C2)c1 (stereo not drawn)	-5	-1.6	i	-1.4	-12	0	-1.4	1	1	0
O=C(CSc1nnnn1-c1ccccc1)Nc1nsc(-c2ccc(Cl)cc2)n1	71*	-0.8	i	9.3	0	2	-0.6	6	7	10
CN(CC(=O)Nc1ccc(F)cc1)C(=O)COc1ncnc2ccccc12	0	0.1	i	0.0	2	-2	-0.6	0	-5	-4
CC1CN(C(=O)CCC(=O)NC2CCCCC2)c2ccccc2S1 (stereo not drawn)	1	0.1	i	0.4	-7	0	0.1	1	5	-4
O=C(Nc1cccc(Cl)c1)c1ccc2sc([C@H]3C[C@H](O)[C@@H](CO)O3)nc2c1	-3	-0.3	i	-0.8	·	-2	-0.8	11	-2	-5
CCn1c(CCNC(=O)c2cccs2)n[nH]c1=S	-2	0.3	i	-3.9	-5	-3	1.3	3	3	1
Cc1cc(C)cc(NC(=O)CSc2nc(=O)n3cc(C)ccc3n2)c1	0	-0.5	i	-0.3	-3	1	1.6	0	0	-1
CCCCS(=O)(=O)N1CN(S(=O)(=O)CCCC)C2NC(=O)NC21 (stereo not drawn)	0	-0.3	i	-1.8	-7	1	-0.4	3	1	-1
CCOc1ccc(CN2CCNC(=O)C2CC(=O)N(C)Cc2nonc2C)cc1 (stereo not drawn)	-5	-0.5	i	0.2	2	0	-0.8	-7	-1	4
CCOC(=O)C1CCN(C(=O)c2cc(S(=O)(=O)N3CCOCC3)c(Cl)cc2Cl)CC1	0	-0.2	i	-0.1	-2	-2	1.2	0	-3	3
Cc1c(NC(=O)CSc2ccc(Cl)cc2)cccc1-c1nc2cc(Cl)ccc2o1	10	-0.1	i	-1.5	-5	1	0.3	-3	0	3
CC(C)Oc1ccc(CN2CCC2(C)C(=O)Nc2ccc3c(c2)OCO3)cc1 (stereo not drawn)	0	-0.2	i	-0.7	·	2	0.2	-2	2	-7
COc1ccccc1NS(=O)(=O)c1cc(NC(=S)Nc2cc(C)cc(C)c2)ccc1Cl	-5	-0.8	i	-0.7	-4	-2	2.0	6	10	-7
CC1Cc2ccccc2N1C(=O)CSc1nnnn1C(C)C (stereo not drawn)	0	-0.9	i	-0.5	-1	-1	0.4	-1	-1	0
COc1cccc(N2CCN(c3ccc4nnc(CCC(=O)Nc5ccccc5OC)n4n3)CC2)c1	-3	-0.2	i	1.9	-7	-2	1.5	-4	-1	1
c1ccc(-c2noc(-c3ccc4c(c3)OCO4)n2)cc1	3	-0.5	i	-0.7	-6	-1	1.1	-1	2	7
COc1ccccc1-c1nc(C(N)=O)c2[nH]c(=O)n(-c3cccc(C)c3)c2n1	0	-1.3	i	-3.4	-2	3	0.1	-2	0	-5
COc1cc(CSc2ncn[nH]2)c(OC)cc1CSc1ncn[nH]1	4	-1.8	i	-0.1	-3	-1	0.8	7	-3	4
O=C(NC1CCCC1)C1CCCN(C(=O)Nc2ccccc2)C1 (stereo not drawn)	-1	-0.2	i	-0.7	12	-4	0.1	1	1	-3
CCC(C)NS(=O)(=O)c1ccc(OCC(=O)N2CCC(C)CC2)cc1 (stereo not drawn)	0	-0.6	i	-0.5	-8	1	0.2	2	4	-2
CC(C)C[C@H](NC(=O)c1nc[nH]c1C(=O)NCC(=O)OCc1ccccc1)C(=O)OCc1ccccc1	-15	-0.4	i	3.0	-18	-2	0.6	2	4	0
CSCCC(N=C(NS(=O)(=O)c1ccc(C)cc1)c1ccccc1)C(=O)O (stereo not drawn)	1	-1.1	i	-1.3	-11	-1	-0.3	-1	-6	4
COc1ccc(C2CC(c3ccc(Cl)cc3)=NN2C(C)=O)cc1 (stereo not drawn)	-5	-1.4	i	2.4	-7	1	1.3	-2	-4	3

Some of the entries so far, with each value named.
> CCC(C)NS(=O)(=O)c1ccc(OCC(=O)N2CCC(C)CC2)cc1 (stereo not drawn)
  DNMT1 block: 0 | Tb MetRS inh: -0.6 | Rpn11 inh: i | LMPTP inh: -0.5 | Scp1 inh: -8 | STEP inh: 1 | MsrA inhibitor: 0.2 | SUMO1-SIM PPI: 2 | NadD block: 4 | CSN deneddyl inh: -2

> CCOC(=O)C1CCN(C(=O)c2cc(S(=O)(=O)N3CCOCC3)c(Cl)cc2Cl)CC1
  DNMT1 block: 0 | Tb MetRS inh: -0.2 | Rpn11 inh: i | LMPTP inh: -0.1 | Scp1 inh: -2 | STEP inh: -2 | MsrA inhibitor: 1.2 | SUMO1-SIM PPI: 0 | NadD block: -3 | CSN deneddyl inh: 3
